From PubChem BioAssay
mIDH1 inhibitor: human IDH1 R132H inhibition. 0.093% of 390,000 active. AID 602179. O75874. IDH1-R132H enzyme, NADPH consumption, diaphorase/resazurin fluorescence. Potency, µM (highest dose often 76.6 µM), for the others: top-dose activity change, negative = inhibition, usual class: inhibitors; further: potency means the concentration at half of the fitted maximal effect; on the % scale 0 is the no-effect control and ±100 the full control effect; nearly all actives have a fitted effect of over 65% in size
Target sequence (O75874 whole entry R132H, stated change not applied): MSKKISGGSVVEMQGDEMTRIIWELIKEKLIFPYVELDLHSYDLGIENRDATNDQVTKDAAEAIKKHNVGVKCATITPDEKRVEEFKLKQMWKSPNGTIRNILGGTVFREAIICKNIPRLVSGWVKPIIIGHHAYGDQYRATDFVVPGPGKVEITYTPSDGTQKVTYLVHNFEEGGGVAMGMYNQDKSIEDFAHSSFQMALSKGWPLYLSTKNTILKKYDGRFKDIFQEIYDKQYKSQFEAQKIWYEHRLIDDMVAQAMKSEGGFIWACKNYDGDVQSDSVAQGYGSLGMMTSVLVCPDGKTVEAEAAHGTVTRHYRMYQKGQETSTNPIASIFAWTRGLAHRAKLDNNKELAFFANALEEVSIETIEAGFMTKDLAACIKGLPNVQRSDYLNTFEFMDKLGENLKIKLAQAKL
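IDH1-R132H (0.5 ug/mL dispensed) in pH 7.5 Tris buffer was preincubated 30 min with compound, then given a substrate mix of 0.016 mM NADPH and 2 mM alpha-KG for 80 min at room temperature; remaining NADPH was read by diaphorase/resazurin fluorescence.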
HP1b binding inh: inhibitors of HP1-beta chromodomain binding to methylated histone tails. 0.56% of 390,000 active. AlphaScreen HP1-beta / biotin-H3K9me3 peptide binding. Potency, µM (top dose mostly 114 µM), for inactives: at the highest dose activity change, negative = inhibition, usual class: inhibitors. AID 540317. P83916; further: potency means the concentration at half of the fitted maximal effect; nearly all actives have a fitted effect of over 70% in size; inactives centre near 23
Target sequence (P83916 whole entry, looked up): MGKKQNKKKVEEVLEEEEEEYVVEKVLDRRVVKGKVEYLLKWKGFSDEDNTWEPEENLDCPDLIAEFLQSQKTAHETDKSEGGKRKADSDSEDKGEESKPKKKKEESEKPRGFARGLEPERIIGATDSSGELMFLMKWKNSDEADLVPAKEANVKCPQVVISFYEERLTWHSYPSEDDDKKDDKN
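HP1-beta protein (50 nM final) preincubated 30 min at room temperature with biotinylated H3(1-18)K9me3 peptide (50 nM) in PBS pH 7.4, 0.01% Tween-20, then compound added for 30 min. AlphaScreen streptavidin donor/nickel chelate acceptor beads (10 ug/mL final), 30 min dark, luminescence read.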
Tb PGK inh: T. brucei PGK inhibition; 0.043% of 380,000 active; AID 602233; PGK/GAPDH coupled, Kinase-Glo luminescence, 60 min; Potency, µM (doses to about 57.5 µM), for the others: top-dose activity change, negative = inhibition, most hits filed as inhibitors; P07378; further: potency means the concentration at half of the fitted maximal effect; on the % scale 0 is the no-effect control and ±100 the full control effect; nearly all actives have a fitted effect of over 60% in size
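Luminescent ATP detection (Kinase-Glo Plus) follows a 60-minute room-temperature incubation, with wells lacking PGK as controls. Buffer: 100 mM TEA (pH 7.6), 5 mM MgCl2, 0.01% Tween-20. Coupling enzyme GAPDH (100 nM final) supplies unstable 1,3-BPG in-well.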
PI4K2A block: PI4K2A (human) kinase inhibition; Q9BTU6; purified PI4K2A, ADP-Glo luminescence, 1 h; active compounds read low; activity change, negative = inhibition, % at 76.9 µM; 0.13% of 420,000 active; in the data active means activity change below about -50%; inconclusive means mostly about -30% to -49%;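 further: -100% = wells without enzyme as full effect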
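In this quantitative HTS, ADP production by PI4K2A was quantified luminescently after 1 h at ambient temperature; 100 microM adenosine served as plate-quality control.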
GLS inhibitor: inhibitors of human glutaminase (GLS) | O94925 | GLS enzymatic activity, qHTS titration | Potency, µM (highest dose often 45.5 µM), inactives show top-dose activity change, negative = inhibition, actives largely listed as inhibitors | 0.21% of 410,000 active | AID 624170; further: potency means the concentration at half of the fitted maximal effect; on the % scale 0 is the no-effect control and ±100 the full control effect
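Two-point fluorescence kinetic (t0, 30 min RT) for hKGA; glutamate detected via glutamate oxidase–HRP–Amplex Red. Substrate: 1 mM L-glutamine solution; buffer 45 mM KH2PO4, pH 8.2.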
Pin1 inhibitor: inhibitors of human Pin1 | Q13526 | Pin1 FP peptide displacement, HiFluor488, 10 min | Potency, µM (series often up to 115 µM), without a hit: at the top dose activity, negative = inhibition, hits mostly inhibitors | 0.009% of 390,000 active; active means well fitted inhibition curve with a large enough effect in the polarisation, with a control signal flat, not every such curve was filed as active; inconclusive means small, poorly fitted or top-dose-only effect, or effect the other way, or a change in a side signal; inactive means no such curve, though single readings can be large or run the other way; the % refers to the polarisation; further: potency means the concentration at half of the fitted maximal effect; on the % scale 0 is the no-effect control and ±100 the full control effect
rTrxR1 inhibitor: blocks rat thioredoxin reductase 1. AID 588453. O89049. Potency, µM (doses to about 114 µM), for inactives: at the top dose activity change, negative = inhibition, most hits filed as inhibitors. recombinant rTrxR1, NADPH fluorescence consumption, selenite substrate. 1% of 390,000 active; further: potency means the concentration at half of the fitted maximal effect; on the % scale 0 is the no-effect control and ±100 the full control effect; nearly all actives have a fitted effect of over 65% in size
Target sequence (O89049 whole entry, looked up): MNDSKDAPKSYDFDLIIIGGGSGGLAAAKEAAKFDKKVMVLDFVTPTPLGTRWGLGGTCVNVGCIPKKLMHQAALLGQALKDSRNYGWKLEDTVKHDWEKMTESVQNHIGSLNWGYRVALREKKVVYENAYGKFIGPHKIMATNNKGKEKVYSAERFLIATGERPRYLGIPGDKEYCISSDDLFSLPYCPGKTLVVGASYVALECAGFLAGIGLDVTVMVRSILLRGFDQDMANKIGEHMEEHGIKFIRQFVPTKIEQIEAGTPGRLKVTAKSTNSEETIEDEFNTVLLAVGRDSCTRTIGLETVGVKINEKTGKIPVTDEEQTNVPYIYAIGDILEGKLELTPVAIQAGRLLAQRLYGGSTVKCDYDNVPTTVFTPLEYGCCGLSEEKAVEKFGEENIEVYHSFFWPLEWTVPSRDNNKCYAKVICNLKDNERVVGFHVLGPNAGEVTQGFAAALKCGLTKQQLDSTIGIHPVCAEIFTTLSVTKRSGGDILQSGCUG
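Rat TrxR1 (90 nM in the dispensed reagent) was pre-reduced with 400 uM NADPH for 5 min at room temperature, then incubated with compound for 15 min. After 400 uM selenite was added, NADPH fluorescence (Ex 340/Em 450 nm) was followed for 8 min.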
USP1 inh: USP1/UAF1 (human) deubiquitinase inhibition | O94782 | recombinant USP1/UAF1, Ub-Rhodamine cleavage fluorescence | Potency, µM (titrated, usually from 57.1 µM), without a hit: at the top dose activity change, negative = inhibition, hits mostly inhibitors | 0.23% of 390,000 active | AID 743255; further: potency means the concentration at half of the fitted maximal effect; on the % scale 0 is the no-effect control and ±100 the full control effect; nearly all actives have a fitted effect of over 60% in size; inactives centre near -12
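USP1/UAF1 complex (1 nM) preincubated 15 min at room temperature with compound, then Ub-Rho substrate (150 nM final) added. Kinetic fluorescence at 480/540 nm over 6 reads at 60 s intervals; 50 mM HEPES pH 7.8, 0.5 mM EDTA, 0.1 mg/ml BSA, 1 mM TCEP, 0.01% Tween-20.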
TrxR1 substrate: is turned over as a substrate by rat TrxR1; O89049; purified TrxR1 substrate turnover, NADPH consumption readout; Potency, µM (top dose mostly 114 µM), for the others: at the top dose activity change, negative = substrate turnover; 0.01% of 390,000 active; AID 588456; further: potency means the concentration at half of the fitted maximal effect; on the % scale 0 is the no-effect control and ±100 the full control effect; nearly all actives have a fitted effect of over 50% in size
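Rat TrxR1, dispensed at 90 nM, was prereduced with 400 uM NADPH (final) for 5 min at ~22 deg C, then incubated with compound 15 min before 400 uM selenite. A first-read NADPH fluorescence drop versus no-compound background flagged substrates.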
* = called active by the depositor; i = inactive; ? = inconclusive; . = not tested or not shown; [ ] = remark or other dose. Unless noted, the call rests on the fitted dose curve; in most records, active means well fitted curve in the direction sought with a large enough effect; inconclusive means small, poorly fitted or top-dose-only effect, or another doubt; inactive means no such curve, though single readings can be large; an effect the other way counts as inactive or inconclusive. These rows are one share of the data; count on the stated rates, not on these rows.

canonical_smiles,mIDH1 inhibitor,HP1b binding inh,Tb PGK inh,PI4K2A block,GLS inhibitor,Pin1 inhibitor,rTrxR1 inhibitor,USP1 inh,TrxR1 substrate
CCc1nc(SCC(=O)Nc2nnc(C(C)C)s2)n[nH]1,-6%,4%[57 µM],i,3,11%,-1%,17%,-13%,6%
Cc1ccc(S(=O)(=O)N2CCC(C(=O)N3CCCCCCC3)CC2)cc1C,5%,.,-4%,-3,-1%,.,.,1%,.
Cc1ccc(-c2[nH]nc3c2C(c2ccc(OC(=O)N4CCOCC4)cc2)C(C#N)=C(N)O3)cc1 (configuration not stated),-24%,18%,-11%,-6,13%,-3%,-14%,-23%,-5%
Cc1cccc(CSc2nnc(Cn3c(=O)sc4ccccc43)n2C)c1,-6%,60%[activator],5%,-1,15%,-9%,-3%[57.1 µM],-2%,-3%[57.1 µM]
CCOC(=O)c1c(C)[nH]c(C)c1S(=O)(=O)N1CCCC(C(=O)Nc2ccc(OC)c(OC)c2)C1 (configuration not stated),-17%,15%,1%,0,12%,-3%,4%[57.1 µM],-19%,-7%[57.1 µM]
CC(Oc1cc2oc(=O)c3c(c2cc1Cl)CCC3)C(=O)NCCCn1ccnc1 (configuration not stated),-2%,25%,-3%,-2,-1%,-9%,17%,-13%,18%
COc1cc(OC)c2c(C)c(Cl)c(=O)oc2c1,1%,47%,2%,9,-8%,-4%,41%[activator],-10%,97%[activator]
COc1ccc(S(=O)(=O)N2CCOCC2)cc1NC(=O)CN1CCCc2ccccc21,-1%,4%[57 µM],5%,0,1%,7%,5%[2.29 µM],-16%,8%[57.1 µM]
Cc1ccccc1OCC(=O)OCC(=O)Nc1cc(C(F)(F)F)ccc1N1CCOCC1,2%,69%[activator],-4%,-6,1%,3%,3%,-17%,-6%
COc1ccc(-c2cn3c(n2)sc2cc(C(=O)Nc4ccc(C)cc4C)ccc23)cc1,13%,60%[activator],1%,-6,5%,0%,32%,4%,10%
COc1ccc(CN2C3CCC2CC(NC(=O)c2cc(OC)c(OC)c(OC)c2)C3)cc1 (configuration not stated),-2%,44%[activator],-2%,0,1%,-1%,28%,-10%,13%[11.4 µM]
O=C(NC(Cc1ccccc1)C(=O)O)/C(=C\c1ccco1)NC(=O)c1ccco1 (configuration not stated),1%,29%,i,-9,1%,?,-1%[57.1 µM],-17%,5%[57.1 µM]
CCN1CCN(CCCN(Cc2ccco2)C(=S)Nc2ccccc2Cl)CC1,7%,14%,i,2,-10%,8%,21%[57.1 µM],4%,2%[57.1 µM]
COc1ccccc1OCC(=O)NCC1CCCN(C(=O)c2ccccc2SC)C1 (configuration not stated),0%,15%,-9%,-1,?,-12%,10%,-29%,3%
CCN(CC)S(=O)(=O)c1ccc(NS(=O)(=O)c2ccc3oc(=O)[nH]c3c2)cc1,-5%,42%[activator],-5%,1,13%,5%,-8%,-6%,-4%
COc1ccc(NC(=S)NC(NC(=O)CCl)C(Cl)(Cl)Cl)c([N+](=O)[O-])c1 (configuration not stated),21%,?,-3%,-21,-2%,-7%,10µM*,?,1%
C=CCN(C(=O)Nc1ccc2c(c1)nc(C)n2C)c1ccccc1,1%,67%[activator],-2%,1,-1%,0%,20%,-17%,13%
O=C(OCCN1CCN(C2=NS(=O)(=O)c3ccccc32)CC1)c1cccc(Br)c1,3%,18%,-3%,0,0%,-6%,-11%,-15%,-3%
COC(=O)c1ccccc1NC(=S)NC(=O)COc1ccccc1,4%,8%,-1%,4,3%,-2%,?,-7%,-6%
O=C(Nc1cccnc1)Nc1ccccn1,1%,57%[activator],-4%,-3,3%,0%,10%,2%,-4%
CCC1CN(C(=O)C2CCN(S(=O)(=O)c3c(C)noc3/C=C/c3ccccc3F)CC2)c2cc(Cl)ccc2O1 (configuration not stated),2%,22%[57 µM],-4%,-1,3%,11%,29%[57.1 µM],-26%,8%[57.1 µM]
O=C(Nc1ccccc1)c1nc2ccccc2s1,6%,54%[activator],-19%,-6,-8%,0%,17%,-12%,2%
NC(=O)C(CCC(=O)c1ccc(Br)cc1)S(=O)(=O)c1ccccc1 (configuration not stated),0%,15%,i,4,3%,4%,9%[57.1 µM],-17%,6%[57.1 µM]
O=C(NC1CCCC1)c1cc(-c2ccc(F)cc2)on1,4%,4%,i,2,0%,0%,23%,-15%,10%
CCn1cc(C(=O)NCCC(C)C)c(=O)c2cc(S(=O)(=O)N(C)C3CCCCC3)ccc21,7%,36%,-4%,-5,4%,-7%,7%,-27%,-10%

A different layout for some results above:
Cc1cccc(CSc2nnc(Cn3c(=O)sc4ccccc43)n2C)c1
  mIDH1 inhibitor = -6%
  HP1b binding inh = 60%[activator]
  Tb PGK inh = 5%
  PI4K2A block = -1
  GLS inhibitor = 15%
  Pin1 inhibitor = -9%
  rTrxR1 inhibitor = -3%[57.1 µM]
  USP1 inh = -2%
  TrxR1 substrate = -3%[57.1 µM]
Cc1ccc(S(=O)(=O)N2CCC(C(=O)N3CCCCCCC3)CC2)cc1C
  mIDH1 inhibitor = 5%
  HP1b binding inh = .
  Tb PGK inh = -4%
  PI4K2A block = -3
  GLS inhibitor = -1%
  Pin1 inhibitor = .
  rTrxR1 inhibitor = .
  USP1 inh = 1%
  TrxR1 substrate = .
COc1cc(OC)c2c(C)c(Cl)c(=O)oc2c1
  mIDH1 inhibitor = 1%
  HP1b binding inh = 47%
  Tb PGK inh = 2%
  PI4K2A block = 9
  GLS inhibitor = -8%
  Pin1 inhibitor = -4%
  rTrxR1 inhibitor = 41%[activator]
  USP1 inh = -10%
  TrxR1 substrate = 97%[activator]

(continued)
canonical_smiles,mIDH1 inhibitor,HP1b binding inh,Tb PGK inh,PI4K2A block,GLS inhibitor,Pin1 inhibitor,rTrxR1 inhibitor,USP1 inh,TrxR1 substrate
CC1CCCCN1S(=O)(=O)c1cc2c3c(c1)CC(=O)N3CCC2 (configuration not stated),-1%,23%,8%,-1,-1%,-2%,-11%[57.1 µM],-10%,-7%[57.1 µM]
NNc1ccc2c(C(F)(F)F)cc(C(F)(F)F)nc2n1,-6%,40%[activator],3%,3,2%,-9%,8%,-22%,38%[activator]
Clc1ccc(-c2n[nH]c3c2CCCC3)cc1,11%,27%,-1%,-5,9%,-3%,7%[57.1 µM],-19%,4%[57.1 µM]
COc1ccc(OC)c(Nc2nc(NCCCN(C)C)nc(N)c2[N+](=O)[O-])c1,-13%,-21%,-2%,7,8%,?,-9%,-7%,-12%
CC1Sc2ccc(S(=O)(=O)CCC(=O)NCc3ccccc3)cc2NC1=O (configuration not stated),18%,?,-2%,2,-3%,0%,24%[57.1 µM],-11%,6%[57.1 µM]
COc1ccc(/C=C(/C#N)c2nc(-c3ccc(-c4ccccc4)cc3)cs2)cc1OC,0%,38%,9%,-2,-4%,?,13%,-17%,1%
Cc1ccc(C)c(N2CCN(S(=O)(=O)c3cccc4cccnc34)CC2)c1,1%,37%[activator],i,-1,-8%,23%,17%[57.1 µM],-11%,-2%[57.1 µM]
Cc1cccc(-c2n[nH]c(=S)n2Cc2ccccc2)c1,9%,9%,-2%,-2,-14%,?,-15%,-5%,2%
CC(=O)Nc1ccc(NC(=O)C(C)OC(=O)COc2ccc(Nc3ccccc3)cc2)cc1 (configuration not stated),0%,?,i,-5,11%,-5%,-11%,-7%,-9%
O=S(=O)(NCC(c1cccnc1)N1CCN(c2ccc(F)cc2)CC1)c1ccc(F)cc1 (configuration not stated),1%,1%,-5%,2,19%,1%,-12%[57.1 µM],-12%,1%[57.1 µM]
C[C@@H]1CN([C@H](C)CO)C(=O)CCCn2cc(nn2)CO[C@H]1CN(C)C(=O)OCc1ccccc1,2%,.,8%,-4,2%,.,.,-5%,.
CCNC(=O)CC1C(=O)N(c2ccc(C)cc2)C(=O)N1CCc1ccc(OC)c(OC)c1 (configuration not stated),-4%,36%,-1%,-11,2%,6%,12%,-19%,4%
Cc1ccc(C(=O)N2c3ccccc3N(Cc3ccccc3)C(=O)C2(C)C)cc1,7%,51%[activator],-8%,1,0%,-9%,14%,?,4%
C=CCn1c(SCC(=O)NCc2ccccc2)nnc1-c1ccccc1O,1%,34%[activator],-5%,2,.,2%,-13%,-26%,-8%
O=C1NNC(c2ccccc2)=N/C1=C\c1ccccc1Cl,6%,19%,-4%,-26,51%[activator],-6%,25%[57.1 µM],18µM*,-17%[57.1 µM]
Cc1ccc2c(C)c(C(=O)N3CCN(Cc4ccc5c(c4)OCO5)CC3)oc2c1C,0%,0%,11%,-3,4%,?,1%,-14%,-1%
CN(C)CCCNc1oc(-c2ccccc2)nc1C#N,6%,-12%,0%,2,21%,-3%,-16%,-1%,211%[activator]
CCC1=NN(C(=O)c2cccc(Br)c2)C(O)(c2ccc(Br)cc2)C1 (configuration not stated),7%,2%,0%,11,2%,-3%,11%,-17%,3%
CC(C)=CCCC(C)CCO (configuration not stated),-15%,13%,-1%,-2,2%,-2%,-8%,11%,-3%
N#Cc1ccccc1CSc1ccc(-c2nc3ccccc3[nH]2)cn1,-2%,-3%,-11%,2,7%,1%,13%,1%,7%
CN(C)C(CNC(=O)c1cc(S(=O)(=O)N2CCOCC2)ccc1Cl)c1cccs1 (configuration not stated),9%,29%,-8%,-1,6%,2%,6%,-21%,11%
